TrxR1 substrate – qHTS Assay for Substrates of Mammalian Selenoprotein Thioredoxin Reductase 1 (TrxR1): qHTS. Potency, µM (doses to about 114 µM), without a hit: at the highest dose activity change, negative = substrate turnover. Thioredoxin reductase 1, cytoplasmic (Rattus norvegicus), O89049. purified TrxR1 substrate turnover, NADPH consumption readout. AID 588456, 2011. 390,000 tested, 0.01% active; note: potency is the fitted concentration of half-maximal effect; % is set by controls: 0 for no effect and ±100 for the full control effect; nearly all actives have a fitted effect of over 50% in size
Target sequence (O89049 whole entry, looked up): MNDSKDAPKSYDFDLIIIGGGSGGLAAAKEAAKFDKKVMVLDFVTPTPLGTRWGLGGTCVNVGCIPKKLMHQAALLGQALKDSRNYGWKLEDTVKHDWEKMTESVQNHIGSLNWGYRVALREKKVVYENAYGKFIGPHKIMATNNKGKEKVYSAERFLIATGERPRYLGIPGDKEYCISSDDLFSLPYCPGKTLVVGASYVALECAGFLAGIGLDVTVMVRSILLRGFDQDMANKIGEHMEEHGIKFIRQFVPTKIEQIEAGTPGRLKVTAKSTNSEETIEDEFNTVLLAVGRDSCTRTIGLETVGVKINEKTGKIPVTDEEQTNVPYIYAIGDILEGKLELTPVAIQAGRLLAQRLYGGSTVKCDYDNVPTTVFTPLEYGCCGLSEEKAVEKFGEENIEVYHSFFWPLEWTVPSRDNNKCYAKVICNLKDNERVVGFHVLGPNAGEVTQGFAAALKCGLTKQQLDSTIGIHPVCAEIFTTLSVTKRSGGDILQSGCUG
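Rat TrxR1, dispensed at 90 nM, was prereduced with 400 uM NADPH (final) for 5 min at ~22 deg C, then incubated with compound 15 min before 400 uM selenite. A first-read NADPH fluorescence drop versus no-compound background flagged substrates.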
TRHR agonist – qHTS for Small Molecule Agonists and Allosteric Enhancers of Human TRH Receptor: Primary Screen for Agonists; Thyrotropin-releasing hormone receptor (Homo sapiens), P34981; TRHR cells, calcium flux fluo-8, FDSS agonist mode; activation, % at 2 µM; 360,000 tested, 0.18% active; AID 493084, 2011; in the data active = activation above about 30%; note: 0% is about no effect
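Read-out: compound-evoked intracellular calcium rise in TRHR cells, fluo-8 dye, kinetic FDSS fluorescence at 1 s/cycle following a 10-cycle baseline. Cells cultured overnight before dye loading (30 min–1.5 h, RT).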
rTrxR1 inhibitor – qHTS Assay for Inhibitors of Mammalian Selenoprotein Thioredoxin Reductase 1 (TrxR1): qHTS; AID 588453, 2011; recombinant rTrxR1, NADPH fluorescence consumption, selenite substrate; Potency, µM (titrated, usually from 114 µM), for the others: top-dose activity change, negative = inhibition, actives largely listed as inhibitors; 390,000 tested, 1% active; Thioredoxin reductase 1, cytoplasmic (Rattus norvegicus), O89049; note: potency is the fitted concentration of half-maximal effect; % is set by controls: 0 for no effect and ±100 for the full control effect; nearly all actives have a fitted effect of over 65% in size
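Rat TrxR1 (90 nM in the dispensed reagent) was pre-reduced with 400 uM NADPH for 5 min at room temperature, then incubated with compound for 15 min. After 400 uM selenite was added, NADPH fluorescence (Ex 340/Em 450 nm) was followed for 8 min.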
mIDH1 inhibitor – qHTS for Inhibitors of mutant isocitrate dehydrogenase 1 (IDH1): qHTS | 390,000 tested, 0.093% active | IDH1-R132H enzyme, NADPH consumption, diaphorase/resazurin fluorescence | Potency, µM (highest dose often 76.6 µM), inactives show at the highest dose activity change, negative = inhibition, usual class: inhibitors; note: potency is the fitted concentration of half-maximal effect; % is set by controls: 0 for no effect and ±100 for the full control effect; nearly all actives have a fitted effect of over 65% in size
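IDH1-R132H (0.5 ug/mL dispensed) in pH 7.5 Tris buffer was preincubated 30 min with compound, then given a substrate mix of 0.016 mM NADPH and 2 mM alpha-KG for 80 min at room temperature; remaining NADPH was read by diaphorase/resazurin fluorescence.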
D2 ag – HTS Assay for Allosteric Agonists of the Human D2 Dopamine Receptor: Primary Screen for Agonists | D(2) dopamine receptor (Homo sapiens), P14416 | 340,000 tested, 0.53% active | activation, % at 2 µM | HEK293 T-REx D2 cells, calcium flux agonist mode | AID 485358, 2010;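 active = activation over 3 SD above normal in the single-dose calcium agonist read, cut at about 30% in these data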; note: 0% is about no effect
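HEK293 Trex D2 cells, tetracycline-induced, o/n 30 C 5% CO2; no-wash Ca dye, RT 30–90 min; 10-cycle baseline, 23 nl cpd added, kinetic Ca read 180 s; agonist hits = positive Ca response.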
TRHR PAM – qHTS for Small Molecule Agonists and Allosteric Enhancers of Human TRH Receptor: Primary Screen for Enhancers; enhancement, % at 2 µM; 360,000 tested, 0.66% active; AID 493056, 2011; Thyrotropin-releasing hormone receptor (Homo sapiens), P34981; TRHR cells, fluo-8 calcium fluorescence, EC20 TRH enhancement; in the data active = enhancement above about 30%; note: 0% is about no effect
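TRHR-expressing cells loaded with fluo-8 calcium dye were read kinetically (ex 480/em 530) during compound addition, then stimulated with an EC20 of TRH (10 nM final). Enhancement of the Gq-mediated intracellular calcium response was scored.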
D2 antag – HTS Assay for Allosteric Antagonists of the Human D2 Dopamine Receptor: Primary Screen for Antagonists; D(2) dopamine receptor (Homo sapiens), P14416; HEK293 TREx D2 cells, calcium flux, dopamine EC80; inhibition, % at 10 µM; 340,000 tested, 2% active; AID 485344, 2010; in the data active = inhibition above about 30%; note: 0% is about no effect
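Tetracycline-induced HEK293 T-REx cells expressing D2 force-coupled to calcium signalling were dye-loaded, exposed to compound for 180 s, then challenged with an EC80 of dopamine; calcium flux was followed kinetically for a further 180 s.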
USP1 inh – Inhibitors of USP1/UAF1: Primary Screen; Ubiquitin carboxyl-terminal hydrolase 1 (Homo sapiens), O94782; Potency, µM (top dose mostly 57.1 µM), inactives show at the top dose activity change, negative = inhibition, usual class: inhibitors; 390,000 tested, 0.23% active; AID 743255, 2014; recombinant USP1/UAF1, Ub-Rhodamine cleavage fluorescence; note: potency is the fitted concentration of half-maximal effect; % is set by controls: 0 for no effect and ±100 for the full control effect; nearly all actives have a fitted effect of over 60% in size; inactives centre near -12
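USP1/UAF1 complex at 1 nM was preincubated with compound for 15 min at room temperature, then Ub-Rho substrate (150nM final) was added. Fluorescence (480/540 nm) was read kinetically, 6 reads every 60 seconds.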
PI4K2A block – qHTS for small molecular inhibitors of PI4K2A | Phosphatidylinositol 4-kinase type 2-alpha (Homo sapiens), Q9BTU6 | purified PI4K2A, ADP-Glo luminescence, 1 h; stronger effect = lower value | activity change, negative = inhibition, % at 76.9 µM | 420,000 tested, 0.13% active; in the data active = activity change below about -50%; inconclusive = mostly about -30% to -49%;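 note: -100% = wells without enzyme as full effect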
Target sequence (Q9BTU6 whole entry, looked up): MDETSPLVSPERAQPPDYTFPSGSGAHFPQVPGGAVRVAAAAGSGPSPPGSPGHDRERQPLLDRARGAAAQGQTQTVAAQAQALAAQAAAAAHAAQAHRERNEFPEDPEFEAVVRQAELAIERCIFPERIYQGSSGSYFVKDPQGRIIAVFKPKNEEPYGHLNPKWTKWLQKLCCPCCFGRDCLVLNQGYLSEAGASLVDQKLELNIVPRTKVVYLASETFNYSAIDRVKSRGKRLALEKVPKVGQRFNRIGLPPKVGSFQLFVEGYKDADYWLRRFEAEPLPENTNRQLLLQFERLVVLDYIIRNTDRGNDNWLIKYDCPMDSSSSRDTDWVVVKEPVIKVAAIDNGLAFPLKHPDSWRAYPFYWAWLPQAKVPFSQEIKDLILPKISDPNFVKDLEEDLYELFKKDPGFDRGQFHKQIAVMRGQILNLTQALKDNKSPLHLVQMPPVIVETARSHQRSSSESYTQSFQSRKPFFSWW
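PI4K2A activity was measured by ADP-Glo luminescence: enzyme (4 ug/mL stock) and phosphatidylinositol (1.2 mM stock) in Tris pH 7.5/MgCl2/EGTA/Triton X-100 buffer were reacted with ATP (300 microM stock) for one hour at ambient temperature.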
The depositor's hits bear a star; ? = inconclusive; · = no result given; [ ] = remark or other dose. Unless noted, calls come from the whole dose curve; as a rule, active = well fitted inhibition curve with a large enough effect; inconclusive = small, poorly fitted or top-dose-only effect; inactive = no such curve, though single readings can be large or run the other way. No enrichment for hits, and some 3.9% of all compounds hit somewhere here.

Every second line gives: rTrxR1 inhibitor	TrxR1 substrate	D2 antag	D2 ag	mIDH1 inhibitor	PI4K2A block	TRHR PAM	TRHR agonist	USP1 inh
Fc1ccccc1-n1c(-c2ccc3ccccc3n2)n[nH]c1=S
→ -20%	-8%	11	0.1	-9%	0	-3	0.0	-8%
Cc1ccc(NC(=O)c2cnn(-c3ccc(C)c(C)c3)c2C2CCN(C(=O)OC(C)(C)C)CC2)c(C)c1
→ 36%	3%	·	0.4	1%	-1	-4	-0.7	-12%
CC(OC(=O)c1ccc(Cl)cc1)C(=O)NCC1CCCCC1 (stereo unspecified)
→ 9%	-6%	-19	-0.6	-4%	5	-1	-0.4	-11%
CC1CCC(C(C)C)C(OCC[N+](C)(C)C)C1 (stereo unspecified)
→ 10%	-3%	9	0.9	-1%	1	-6	-1.3	-2%
C=CCn1c(SCC(=O)c2cc(C)n(C(C)COC)c2C)nc2sc(C)c(C)c2c1=O (stereo unspecified)
→ -20%[57.1 µM]	-5%[57.1 µM]	·	·	0%	-2	-5	0.2	-11%
OC(COc1ccccc1)CSc1ncn[nH]1 (stereo unspecified)
→ 15%	5%	12	-0.2	-2%	-1	11	0.2	-14%
CC(=O)Nc1ccc(S(=O)(=O)c2ccc(C)cc2)cc1
→ 2%	4%	·	·	-4%	1	2	0.5	-1%
O=S(Cc1ccc(Cl)cc1)c1ccccc1 (stereo unspecified)
→ 14%[57.1 µM]	5%	·	·	8%	1	·	·	-30%
CC(C)N(Cc1ccccc1)C(=O)C1CCCN(c2ncnc3onc(-c4ccc(F)cc4)c23)C1 (stereo unspecified)
→ 22%	3%	·	-1.0	-14%	3	-3	-1.2	?
CCCN1CCc2c(sc3nc(SCC)n(-c4ccc(OC)cc4)c(=O)c23)C1
→ -10%	-3%	10	0.4	-9%	3	-6	0.1	-8%
COc1ccc(N(C)C(=O)CCC(=O)Nc2ccc3nc(N4CCOCC4)cc(C)c3c2)c(OC)c1
→ 5%	123%[activator]	14	-0.4	3%	3	9	-1.0	-16%
Cc1c(NC(=O)C(C)N(c2ccccc2)S(C)(=O)=O)c(=O)n(-c2ccccc2)n1C (stereo unspecified)
→ 18%[57.1 µM]	8%	-12	0.5	-1%	2	4	1.4	-16%
CC(C)C(c1nnnn1C1CCCC1)N1CCCc2ccccc21 (stereo unspecified)
→ 3%	2%	-3	-1.4	1%	0	-3	-1.8	-17%
Cc1csc2c(C#N)c(=O)c3c(n12)CCC3
→ 2%	12%	-9	-0.2	1%	-2	-1	0.1	-3%
Cc1ccc(NC(=O)CSc2nc3ccccc3c(=O)n2CCCN2CCCCC2)cc1C
→ 12%	3%	2	-0.3	0%	2	3	0.5	-10%
COc1ccc2oc(C(=O)OCC(=O)NCc3ccccc3OC)c(C)c2c1
→ 14%	18%	0	0.0	-5%	0	0	0.8	-9%
COc1cccc(NC(=O)c2c(C)oc3nc(C)nc(N4CCCC4)c23)c1
→ -4%	-5%	·	-0.3	-17%	1	-18	-0.3	-26%
COc1ccc(N2C(=S)NC3CS(=O)(=O)CC32)cc1 (stereo unspecified)
→ 16%	8%	-2	0.8	5%	-2	1	-0.8	7%
CC(=O)c1ccc(NC(=S)NCc2ccco2)cc1
→ -9%	-4%	17	0.0	-3%	-8	-8	0.1	-25%
Cc1nc2cc(NC(=O)NC(C)(C)C)ccc2n1C
→ 21%	6%	·	·	-6%	-1	-3	-0.3	-21%
CN1CCN(C2Cc3cc(Cl)ccc3Sc3cc(F)ccc32)CC1 (stereo unspecified)
→ 6%[57.1 µM]	7%[57.1 µM]	·	·	9%	-2	·	·	1%
CC(C)=CCN1CCN(Cc2cnc(C)s2)CC1CCO (stereo unspecified)
→ 15%[57.1 µM]	2%[57.1 µM]	9	-0.5	10%	-6	-9	0.0	-4%
N#C/C(=C\c1c(Oc2ccccc2F)nc2ccccn2c1=O)C(=O)NC1CCS(=O)(=O)C1 (stereo unspecified)
→ -27%	64%[activator]	-1	3.3	3%	1	-2	4.0	-17%
C[C@H]1C=C(C(=O)NCc2nc3ccccc3[nH]2)O[C@@H](OCc2ccc(CO)cc2)C1
→ 16%[57.1 µM]	5%[57.1 µM]	24	0.0	-15%	-2	2	-0.1	-6%
C=CCOc1ccc(/C=C/C(=O)OCC(=O)NC2CCCCCC2)cc1
→ 27%	10%	·	·	-7%	-1	-3	-0.1	-6%
c1cncc(-c2cn(C[C@H]3CC[C@@H]([C@@H]4CC[C@H](Cn5cc(-c6cccnc6)nn5)O4)O3)nn2)c1
→ 20%[57.1 µM]	10%[57.1 µM]	-18	-0.5	-5%	-1	18	0.2	-33%
Cc1ccc(-n2c(-c3cccs3)nc3nc4ccccc4nc32)cc1
→ ·	·	7	1.3	·	·	11	0.5	·
CCOC(=O)c1ccc(N=NN(C)C)cc1
→ 28%[11.4 µM]	13%[11.4 µM]	2	-0.3	8%	-15	-1	0.4	-8%
O=C(COC(=O)c1ccc(Cl)nc1)Nc1cccc(S(=O)(=O)N2CCCCC2)c1
→ 51%[activator]	4%	-5	-1.4	-7%	-4	-2	1.9	-5%
CCOc1ccc(NC(=S)N2CCc3cc(OC)c(OC)cc3C2COc2ccc3c(C)cc(=O)oc3c2)cc1 (stereo unspecified)
→ -5%	6%	12	0.5	3%	1	7	1.5	-3%

7 structures from above, ordered by number of heavy atoms, low to high:
Every second line gives: rTrxR1 inhibitor	TrxR1 substrate	D2 antag	D2 ag	mIDH1 inhibitor	PI4K2A block	TRHR PAM	TRHR agonist	USP1 inh
O=S(Cc1ccc(Cl)cc1)c1ccccc1 (stereo unspecified)
→ 14%[57.1 µM]	5%	·	·	8%	1	·	·	-30%
CC1CCC(C(C)C)C(OCC[N+](C)(C)C)C1 (stereo unspecified)
→ 10%	-3%	9	0.9	-1%	1	-6	-1.3	-2%
Fc1ccccc1-n1c(-c2ccc3ccccc3n2)n[nH]c1=S
→ -20%	-8%	11	0.1	-9%	0	-3	0.0	-8%
C=CCOc1ccc(/C=C/C(=O)OCC(=O)NC2CCCCCC2)cc1
→ 27%	10%	·	·	-7%	-1	-3	-0.1	-6%
O=C(COC(=O)c1ccc(Cl)nc1)Nc1cccc(S(=O)(=O)N2CCCCC2)c1
→ 51%[activator]	4%	-5	-1.4	-7%	-4	-2	1.9	-5%
Cc1c(NC(=O)C(C)N(c2ccccc2)S(C)(=O)=O)c(=O)n(-c2ccccc2)n1C (stereo unspecified)
→ 18%[57.1 µM]	8%	-12	0.5	-1%	2	4	1.4	-16%
Cc1ccc(NC(=O)CSc2nc3ccccc3c(=O)n2CCCN2CCCCC2)cc1C
→ 12%	3%	2	-0.3	0%	2	3	0.5	-10%

Going on with the list:
Every second line gives: rTrxR1 inhibitor	TrxR1 substrate	D2 antag	D2 ag	mIDH1 inhibitor	PI4K2A block	TRHR PAM	TRHR agonist	USP1 inh
O=C(NC1CC(=O)N(c2ccccc2)C1)C1CCCC1 (stereo unspecified)
→ 15%[57.1 µM]	5%[57.1 µM]	·	0.8	4%	-7	-3	0.0	-5%
Oc1c(Br)cc(Br)cc1/C=N/N1CCN(Cc2ccccc2)CC1
→ 12%[57.1 µM]	7%[57.1 µM]	·	·	-5%	6	4	1.0	-12%
CN1CCN(C/C(=C2/N=C(c3ccccc3)OC2=O)N(C)C)CC1
→ -7%	-10%	-10	-0.2	-2%	-2	10	-0.5	-9%
COc1ccc(NC(=O)CSc2nc(-c3ccccc3)cc(-c3cc(OC)c(OC)c(OC)c3)c2C#N)c(OC)c1
→ 13%	-4%	·	1.5	0%	-1	-4	0.9	4%
COc1ccc(-c2nc3sc(CCNC(=O)c4ccc(C(C)(C)C)cc4)c(C)n3n2)cc1
→ 7%[57.1 µM]	-10%[57.1 µM]	·	0.8	-4%	1	6	1.2	?
Cc1cc(C)c(S(=O)(=O)c2cc(F)ccc2C)c(Cl)n1
→ 11%	-4%	-17	-0.4	-7%	17	1	-0.5	-9%
COc1ccc(CNC(=O)CCS(=O)(=O)c2ccc3c(c2)NC(=O)C(C)S3)cc1 (stereo unspecified)
→ 13%	0%	0	0.2	7%	4	1	0.1	-5%
COc1ccc2[nH]cc(C(O)CN3CCN(c4ccccc4F)CC3)c2c1 (stereo unspecified)
→ -11%[57.1 µM]	1%	33*	13	-4%	-2	0	0.2	-14%
CCn1cc(C(=O)NCCCO)c(=O)c2cc(F)c(N3CCN(C)CC3)cc21
→ 18%	42%[activator]	1	1.0	14%	2	1	1.1	-16%

Bioassay records from PubChem.
